Source: PubChem
KCNH2 WT inh – inhibitors of human wildtype KCNH2 potassium channel. Q12809. activity change, % at 1.84 µM. AID 720551. actives 0.37% (n = 340,000). U2OS, BacMam KCNH2, thallium flux FluxOr; stronger effect = lower value;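 active = maximum activity change below -70%; inconclusive = maximum activity change between -70% and -50%; inactive = maximum activity change above -50%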; also: % is scaled to controls: 0 for no effect and ±100 for the full control effect
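U2OS cells were transduced with wild-type KCNH2 virus (2.03 x 10^8 / mL) for 4 h at room temperature, then cultured overnight at 37 C. Thallium flux was read with FluxOr dye. Rate constants were normalized to DMSO controls.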
Mito fusion yeast – inhibitors of mitochondrial division or activators of mitochondrial fusion. S. cerevisiae fusion-defective mutant growth rescue, CellTiterGlo 48 h. Potency, µM (top dose mostly 46.1 µM), inactives show at the highest dose growth rescue (activation), hits mostly activators. actives 0.23% (n = 320,000);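 also: potency is read from the fitted curve at half-maximal effect; % of control where 0% means no effect; nearly all actives have a fitted effect of over 45% in size; temperature-sensitive fusion mutants such as fzo1-1 at 37 °C on non-fermentable ethanol glycerol medium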
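Temperature-sensitive fusion-defective S. cerevisiae (e.g. fzo1-1, mgm1-5) were grown with compound in YPEG medium (3% ethanol, 3% glycerol) for 48 hours at 37C. Growth rescue was measured as viability by CellTiterGlo luminescence after 10 minutes at ambient.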
TSHR antagonist – human thyrotropin receptor antagonism; actives 0.2% (n = 330,000); AID 504810; activity change, negative = inhibition, % at 11.5 µM; TSHR-expressing cells, TSH-stimulated cAMP HTRF, 2 h; stronger effect = lower value; P16473;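 active = activity change below a set negative limit, meaning inhibition stronger than a set level, cut at about -70% in these data; inconclusive = activity change between two set negative limits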; also: % is scaled to controls: 0 for no effect and ±100 for the full control effect
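Freshly harvested TSHR cells receive pin-tooled compound, then EC80 TSH at 4nM final. After 2 hours at 37 deg C, antibody in lysis buffer and cAMP-d2 are added; 30 minutes at ambient temperature precede the HTRF read.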
USP2a block – inhibitors of human ubiquitin-specific protease USP2a; USP2 core, Ub-CHOP2 coupled fluorogenic reporter, 485/531; Potency, µM (highest dose often 38.3 µM), for the others: at the highest dose activity change, negative = inhibition, most hits filed as inhibitors; actives 0.01% (n = 330,000); O75604; AID 463254;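 also: potency is read from the fitted curve at half-maximal effect; plate controls were DMSO wells for no effect and full inhibition by NEM control for full effect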
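Cell-free coupled assay: 10nM USP2 core preincubated 30min RT with compound in Tris-HCl pH 8.0/CaCl2/CHAPS buffer, then 25nM Ub-CHOP2 and 25nM reporter substrate; fluorescence (Ex 485/Em 531) read after 60min RT, normalized to NEM inhibition, concentration-response curves fitted.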
Eya2 inh – Eya2 (human) phosphatase inhibition. AID 488837. recombinant Eya2, OMFP fluorescence dephosphorylation (OMFP is methylfluorescein phosphate). Potency, µM (top dose mostly 76.9 µM), inactives show at the highest dose activity, negative = inhibition, hits mostly inhibitors. actives 0.006% (n = 330,000); also: potency is read from the fitted curve at half-maximal effect; % is scaled to controls: 0 for no effect and ±100 for the full control effect
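Eya2 protein (added as 0.2 uM solution) was preincubated with compound for 10 min at ambient temperature in 50 mM HEPES pH 7.5, 50 mM NaCl, 5 uM MgCl2, 0.05% BSA, 1 mM DTT. OMFP (added at 50 uM) then reacted 10 min; fluorescence read at 485/525 nm.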
BCR signal inh – inhibitors of chronic active B-cell receptor signaling | actives 0.05% (n = 340,000) | Potency, µM (series often up to 46.1 µM), inactives show at the top dose ratio change, negative = lower green/red ratio, most hits filed as inhibitors | AID 493014 | ABC-DLBCL IkBa-CBG/CBR reporter, luminescence ratio, 4 h; active = well fitted inhibition curve with a large enough effect in the signal ratio, with a control signal flat, not every such curve was filed as active; inconclusive = small, poorly fitted or top-dose-only effect, or effect the other way, or a change in a side signal; the % refers to the signal ratio;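 also: potency is read from the fitted curve at half-maximal effect; plate controls were basal doxycycline-induced cells for no effect and cells given 10 µM MG132 for full effect; MG132 reads +100%, hits lower the ratio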
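Doxycycline induced both beetle luciferases in TMD8 lymphoma cells; IKK-driven degradation limits the IkappaBalpha-fused green signal, while red luminescence normalises for cell number and nonspecific effects. Compounds tested up to 46 uM, 4 hrs.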
MBNL1 CUG block – inhibitors of human MBNL1 binding to CUG repeat RNA. TR-FRET MBNL1-His/biotin-(CUG)12 binding, 665/545 ratio. Potency, µM (titrated, usually from 57.5 µM), inactives show at the top dose activity change, negative = inhibition, most hits filed as inhibitors. actives 0.036% (n = 280,000). AID 2675; active = well fitted inhibition curve with a large enough effect in the signal ratio, with a control signal flat, not every such curve was filed as active; inconclusive = small, poorly fitted or top-dose-only effect, or effect the other way, or a change in a side signal; inactive = no such curve, though single readings can be large or run the other way; the % refers to the signal ratio; also: potency is read from the fitted curve at half-maximal effect; % is scaled to controls: 0 for no effect and ±100 for the full control effect
Target sequence (Q9NR56 whole entry, looked up): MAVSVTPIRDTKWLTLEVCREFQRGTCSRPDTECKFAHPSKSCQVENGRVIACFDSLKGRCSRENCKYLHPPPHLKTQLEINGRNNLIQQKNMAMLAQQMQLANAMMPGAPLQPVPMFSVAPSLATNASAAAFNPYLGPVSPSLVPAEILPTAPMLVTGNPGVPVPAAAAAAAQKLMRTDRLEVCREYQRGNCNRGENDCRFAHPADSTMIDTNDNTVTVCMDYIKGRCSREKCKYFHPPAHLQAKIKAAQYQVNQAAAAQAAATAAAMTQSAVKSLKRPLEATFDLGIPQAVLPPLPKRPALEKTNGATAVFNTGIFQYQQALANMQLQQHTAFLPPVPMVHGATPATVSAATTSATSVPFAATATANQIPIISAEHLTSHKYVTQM
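Inhibition of protein-RNA binding appears as loss of TR-FRET between terbium anti-His antibody on MBNL1-His and streptavidin-XL665 on biotin-(CUG)12. Activity is normalized to buffer-only and uninhibited-complex controls.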
GALK inh – galactokinase (human) inhibition; P51570; Purified GALK, Kinase-Glo residual ATP luminescence; Potency, µM (series often up to 57.5 µM), for the others: at the highest dose activity change, negative = inhibition, actives largely listed as inhibitors; actives 0.007% (n = 270,000); AID 1868; also: potency is read from the fitted curve at half-maximal effect; % is scaled to controls: 0 for no effect and ±100 for the full control effect
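Galactose (100 uM) and ATP (35 uM) were turned over by 5 nM GALK for 1 h at RT. Kinase-Glo Plus then converted the remaining ATP into a luminescent signal.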
PKM2 activator – PKM2 (human) enzyme activation; P14618; purified PKM2, Kinase-Glo ATP luminescence, activation; response scale: 0% is enzyme alone, no compound; Potency, µM (highest dose often 57.5 µM), without a hit: at the highest dose activation, usual class: activators; actives 0.34% (n = 260,000); AID 1631; also: potency is read from the fitted curve at half-maximal effect; % is scaled to controls: 0 for no effect and ±100 for the full control effect; nearly all actives have a fitted effect of over 55% in size
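Kinase-Glo luminescence reports ATP generated from ADP (0.1 mM) and PEP (0.5 mM) by purified hPK-M2 after 1 h at room temperature, pH 7.2 imidazole buffer; intermediate enzyme activity allows detecting inhibitors and activators.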
Menin MLL FP TR – inhibitors of human menin-MLL interaction, mutant MLL peptide; AID 1768; Potency, µM (top dose mostly 61.6 µM), inactives show top-dose FP activity change, negative = inhibition, usual class: inhibitors; actives 0.23% (n = 270,000); Menin + Texas Red MLL mutant peptide, fluorescence polarization; active = well fitted inhibition curve with a large enough effect in the polarisation, with a control signal flat, not every such curve was filed as active; inconclusive = small, poorly fitted or top-dose-only effect, or effect the other way, or a change in a side signal; inactive = no such curve, though single readings can be large or run the other way; the % refers to the polarisation; also: potency is read from the fitted curve at half-maximal effect; % of control where 0% means no effect; many of its hits are not listed in these tables
ASM inhibitor – inhibitors of human secretory acid sphingomyelinase; placental ASM, HMU-PC fluorogenic substrate, 60 min; Potency, µM (titrated, usually from 57.5 µM), inactives show top-dose activity change, negative = inhibition, actives largely listed as inhibitors; actives 0.006% (n = 340,000); AID 504937; also: potency is read from the fitted curve at half-maximal effect
Target sequence (P17405 47-631 limits assumed): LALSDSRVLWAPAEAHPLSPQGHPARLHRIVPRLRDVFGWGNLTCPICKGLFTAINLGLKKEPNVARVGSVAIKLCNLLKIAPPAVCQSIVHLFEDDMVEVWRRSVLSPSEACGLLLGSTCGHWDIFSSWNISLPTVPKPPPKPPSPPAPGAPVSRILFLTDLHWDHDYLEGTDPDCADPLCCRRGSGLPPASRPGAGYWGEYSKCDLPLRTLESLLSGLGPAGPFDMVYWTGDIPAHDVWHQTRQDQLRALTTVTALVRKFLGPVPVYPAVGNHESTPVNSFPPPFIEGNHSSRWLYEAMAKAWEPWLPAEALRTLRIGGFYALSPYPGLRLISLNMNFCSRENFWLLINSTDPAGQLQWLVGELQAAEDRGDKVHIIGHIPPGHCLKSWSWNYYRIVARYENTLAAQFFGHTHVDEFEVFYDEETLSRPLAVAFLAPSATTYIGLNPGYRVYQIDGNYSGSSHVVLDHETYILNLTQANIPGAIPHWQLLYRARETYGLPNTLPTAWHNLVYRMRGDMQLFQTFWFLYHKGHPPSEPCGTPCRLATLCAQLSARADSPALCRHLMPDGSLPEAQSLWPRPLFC
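qHTS format. ASM enzyme prepared from human placenta hydrolyses the fluorogenic substrate HMU-PC0 (9 uM final) over 60 min at 37 °C after a 10 min compound preincubation.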
Numbers without * were called inactive; ? = inconclusive; nt = no result given; & = joins results of further samples; [ ] = remark or other dose. Unless noted, calls follow the shape of the dose curve; as a rule, active = well fitted curve in the direction sought with a large enough effect; inconclusive = small, poorly fitted or top-dose-only effect, or another doubt; inactive = no such curve, though single readings can be large; an effect the other way counts as inactive or inconclusive. Only part of the results is shown; the hit share may differ from the screen's.

SMILES	KCNH2 WT inh	Mito fusion yeast	TSHR antagonist	USP2a block	Eya2 inh	BCR signal inh	MBNL1 CUG block	GALK inh	PKM2 activator	Menin MLL FP TR	ASM inhibitor
O=C(Cn1c(=O)oc2ccccc21)Nc1ccc(Cl)cc1Cl	1.8	0.5%	-3.7	7.0%	15.9%	0.4%	2.7%	-2.0%	nt	31.6µM*	0.1%
O=C(Nc1ccc2c(c1)OCO2)c1ccc(N2CCCC2)c([N+](=O)[O-])c1	2.3	?	-2.8	-1.3%	-14.8%	-11.7%	?	nt	-1.7%	31.9%[activator]	-7.8%
N#C/C(=C\C1=C(N2CCOCC2)C(=C\c2ccccc2)/CC1)C(=O)Nc1ccccc1F	3.6	0.2%	-5.5	4.3%	-2.2%	6.8%	?	0.3%	-3.5%	?	-12.1%
CC(CCN1C(N(C)C)=NC[C@@H]1C)c1ccccc1 (stereo partly drawn)	0.1	-7.6%	0.5	3.8%	2.5%	11.6%	nt	nt	nt	nt	-6.5%
COC(=O)c1ccccc1NC(=O)N1CCN(c2ccccc2)CC1	-7.9	8.2%	-16.2	-0.2%	-0.2%	?	3.3%	-1.9%	1.6%	-13.2%	2.6%
CC(=O)c1cccc(N=C2C(=O)Nc3ccccc32)c1	-5.1	-1.0%	0.6	3.0%	4.2%	-7.0%	?	-0.5%	2.0%	-1.6%	0.4%
Cn1c(C(=O)N2CCCC(C(=O)NCCCc3ccccc3)C2)cc2sccc21 (stereo not drawn)	2.4	8.3%	-10.8	0.3%	-1.3%	?	0.0%	-0.4%	0.1%	-6.4%	2.4%
OCCCNc1nc(-c2ccccc2)nc2c1oc1ccccc12	-4.2	18.0%	-6.1	0.0%	-16.5%	?	-3.8%	4.1%	-0.9%	nt	-1.1%
CCOc1cc(/C=N\Nc2nc(Nc3ccccc3)nc(N3CCOCC3)n2)ccc1OC(=O)c1ccco1	-2.0	-13.3%	-5.1	2.2%	1.3%	?	nt	0.4%	-1.2%	?	-21.3%
CCn1ncc(CN2CCCC(C(=O)c3cccc(OC(C)C)c3)C2)c1C (stereo not drawn)	nt	-1.7%	0.2	-2.8%	1.8%	-2.9%	-4.8%	3.2%	-5.7%	-13.5%	0.1%
C/C(CC(C)C)=N/Nc1ccc([N+](=O)[O-])cc1[N+](=O)[O-]	0.6	4.5%	-1.8	-0.6%	23.9%	11.0%	nt	-1.1%	-0.2%	nt	-14.7%
COc1ccc(NC(=O)c2cc(S(=O)(=O)N3CCc4ccccc43)cn2C)cc1OC	-9.3	-1.2%	5.3	0.5%	3.3%	-1.5%	-2.3%	nt	2.9%	31.8%[activator]	-2.0%
Cc1ccc(Cl)cc1NC1=C/C(=N\S(=O)(=O)c2cccs2)c2ccccc2C1=O	-1.4&-0.3	-9.5%	-76.2*	-0.4%	6.4%	?	?	-1.5%	-7.7%	?	-7.0%&-8.0%
COc1ccccc1N1CCN(C(=O)C2CCN(S(=O)(=O)c3ccc4c(c3)CC(C)N4C(=O)C3CC3)CC2)CC1 (stereo not drawn)	9.4	26.5%	-16.6	1.9%	2.7%	?	0.8%	-0.3%	-0.5%[0.46 µM]	-18.3%	-5.7%
CN(Cc1ccccc1)C(=O)C1CCCN(c2ncnc3c2nc2n3CCCCC2)C1 (stereo not drawn)	13.3	0.8%	-5.7	-0.2%	3.2%	0.7%	-4.7%	0.6%	nt	-7.5%	0.9%
COc1ccccc1C(=O)Nc1ccc(C(=O)O)cc1	-26.6	-2.1%	1.6	2.5%	-5.3%	?	2.3%	1.0%	1.2%	-0.7%	-2.3%
CC(C)(C)c1csc(NC(=O)Cc2cccs2)n1	-5.0	-4.5%	-15.9	0.1%	-0.1%	2.5%	-1.0%	0.2%	9.2%	?	-4.6%
C=CCn1c(C(c2ccccc2)c2ccccc2)n[nH]c1=S	1.1	5.6%	14.9	1.3%	1.8%	?	-10.4%	1.0%	-21.9%	1.0%	3.8%
COc1ccc(CCNC(=O)CCn2c(=O)oc3ccccc32)cc1OC	2.6	-1.6%	-0.3	0.5%	-18.2%	-4.8%	-4.5%	1.0%	-0.5%	9.8%	-2.1%
CC(=O)c1ccc(NC(=O)CS(=O)(=O)c2cn(CC(=O)N3CCOCC3)c3ccccc23)cc1	-33.4	-2.2%	-2.7	0.0%	-10.3%	0.0%	-1.0%	-3.3%	-7.2%	6.5%	6.5%
Cc1cccc(C)c1NC(=O)CS(=O)CC(=O)NC1CCCc2ccccc21 (stereo not drawn)	20.6	1.8%	3.4	-1.2%	5.7%	?	-5.1%	-0.1%	-1.7%	-10.1%	3.0%
COc1ccccc1C(=O)NC(=O)CSc1nc(C)cs1	-1.7	-2.4%	nt	1.1%	-0.5%	5.8%	nt	nt	nt	nt	-2.5%
CC1CCC2(CC1)NC(=O)N(CC(=O)NCCc1ccccc1)C2=O (stereo not drawn)	0.3	nt	-7.3	-1.4%	-17.4%	-0.8%	nt	nt	nt	nt	2.4%
O=C(Nc1ccccc1)c1ccc2snnc2c1	-4.6	7.5%	-10.2	-0.9%	-6.6%	?	-5.1%	10.3%	-6.2%	12.5%	-1.7%
CC(=O)c1c(C)[nH]c(C(=O)COc2ccc3ccc(=O)oc3c2)c1C	-18.7	19.4%	-1.4	2.4%	11.1%	-7.9%	nt	nt	nt	nt	486.2%[activator]
O=C(NCc1ccccc1)N1CCNCC1	-19.5	1.1%	1.7	-1.4%	0.4%	-0.2%	-1.2%	-1.5%	-0.1%	20.1%	-0.3%
C(=N\n1cnnc1)/c1ccc2ncccc2c1	1.0	-5.1%	-1.6	1.9%	4.4%	-0.8%	?	0.5%	0.9%	3.4%	-1.2%
CCCOc1ccc(-c2nc(C#N)c(NCCCn3ccnc3)o2)cc1	6.0	3.0%	-2.3	-0.5%	-4.3%	-7.1%	10.6%	2.3%	-4.6%	9.4%	0.8%
O=C(CCNC(=O)c1ccccc1Cl)NCCc1ccc(Cl)cc1	-11.7	-5.8%	-3.7	2.4%	19.6%	-9.1%	7.5%	-0.7%	nt	0.1%	1.0%
C=CCNC(=O)CN1C(=O)C2C3c4ccccc4C(c4ccccc43)C2C1=O (stereo not drawn)	-20.8	-0.1%	6.7	-0.4%	18.5%	-1.2%	-8.8%	6.7%	-14.4%	12.2%	-0.9%
Cc1ccnc2c1ccc1cccnc12	4.8	16.0%	16.6	1.2%	-18.8%	?	nt	nt	nt	nt	2.2%
CCCCNC(=O)c1onc(CSc2cccc(Cl)c2)c1C(=O)O	25.6	0.0%	-21.8	0.2%	-1.2%	12.4%	3.8%	-13.6%	1.7%	?	25.0%
O=S(Cc1ccccc1)CC(O)(c1ccccc1)c1ccccc1 (stereo not drawn)	-4.1	-1.9%	0.1	-6.0%	-30.8%	-3.7%	-3.2%	-1.4%	-0.7%	-6.1%	-0.6%
Cc1ccccc1OCC(=O)Nc1sc2c(c1C#N)CC(C)(C)NC2(C)C	1.1	9.6%	4.7	0.4%	-15.0%	?	3.4%	-1.4%	1.2%	-16.6%	-6.6%
O=C(CN1CCN(Cc2ccccc2)CC1)Nc1ccccc1	23.8	0.5%	6.8	-0.4%	-12.6%	-1.5%	0.3%	2.6%	3.9%	0.1%	2.7%
CCc1ccccc1NC(=O)CN(C)C(=O)c1cccc(S(=O)(=O)N2CCCCCC2)c1	6.1	-1.4%	9.0	2.3%	-14.7%	1.1%	nt	nt	nt	nt	-0.3%
O=C(Nc1ccc2c(c1)OCO2)c1c(Cl)nc2sccn12	1.4	4.4%	1.6	3.9%	5.2%	-2.3%	-1.4%	5.8%	4.6%	2.4%	0.7%
CCOc1ccc(C(=O)NCC(C)CN(C)C)cc1OCC (stereo not drawn)	31.2	0.1%	1.5	-0.6%	-0.3%	?	-10.7%	1.6%	2.9%	-10.1%	-0.4%
Cc1cc(C)cc(CC2CC(=O)N(c3cc(C)ccc3C)C2=O)c1 (stereo not drawn)	-6.9	3.6%	20.6	-3.7%	-12.5%	9.7%	-3.4%	-2.6%	-1.3%[11.5 µM]	1.6%	3.3%
